From PubChem
PKM2 act: qHTS Assay for Activators of Human Muscle isoform 2 Pyruvate Kinase; Pyruvate kinase PKM (Homo sapiens), P14618; purified PKM2, Kinase-Glo ATP luminescence, activation; response scale: 0% is enzyme alone, no compound; Potency, µM (top dose mostly 57.5 µM), for inactives: at the top dose activation, hits mostly activators; actives 0.34% (n = 260,000); AID 1631, 2009; active means well fitted activation curve with a large enough effect; inconclusive means small, poorly fitted or top-dose-only effect; inactive means no such curve, though single readings can be large or run the other way; further: on the % scale 0 is the no-effect control and ±100 the full control effect; nearly all actives have a fitted effect of over 55% in size
Target sequence (P14618 whole entry, looked up, canonical isoform): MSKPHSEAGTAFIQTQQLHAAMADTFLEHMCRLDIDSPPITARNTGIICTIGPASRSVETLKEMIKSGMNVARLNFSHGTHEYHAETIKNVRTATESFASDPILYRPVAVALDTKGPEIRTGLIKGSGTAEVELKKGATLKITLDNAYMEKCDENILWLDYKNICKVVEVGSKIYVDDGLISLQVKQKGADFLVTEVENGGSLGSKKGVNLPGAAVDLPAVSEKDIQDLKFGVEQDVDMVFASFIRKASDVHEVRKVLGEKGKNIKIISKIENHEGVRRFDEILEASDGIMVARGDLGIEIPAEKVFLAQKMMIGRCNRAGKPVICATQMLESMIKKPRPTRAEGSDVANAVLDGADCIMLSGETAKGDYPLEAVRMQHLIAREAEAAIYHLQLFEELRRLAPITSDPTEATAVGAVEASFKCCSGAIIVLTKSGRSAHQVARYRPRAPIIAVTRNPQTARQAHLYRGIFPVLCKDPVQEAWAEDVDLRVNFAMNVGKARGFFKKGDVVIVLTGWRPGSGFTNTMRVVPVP
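Kinase-Glo luminescence reports ATP generated from ADP (0.1 mM) and PEP (0.5 mM) by purified hPK-M2 after 1 h at room temperature, pH 7.2 imidazole buffer; intermediate enzyme activity allows detecting inhibitors and activators.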
Menin MLL FP TR: qHTS Assay for Inhibitors Targeting the Menin-MLL Interaction in MLL Related Leukemias: Competition With Texas Red Labeled MLL-derived Mutant Peptide | actives 0.23% (n = 270,000) | Menin + Texas Red MLL mutant peptide, fluorescence polarization | AID 1768, 2009 | Potency, µM (top dose mostly 61.6 µM), for the others: at the highest dose FP activity change, negative = inhibition, most hits filed as inhibitors | O00255; active means well fitted inhibition curve with a large enough effect in the polarisation, with a control signal flat, not every such curve was filed as active; inconclusive means small, poorly fitted or top-dose-only effect, or effect the other way, or a change in a side signal; inactive means no such curve, though single readings can be large or run the other way; the % refers to the polarisation; further: % of control where 0% means no effect; many of its hits are not listed in these tables
An asterisk follows results filed as active; u = inconclusive; x = not tested or not shown; & = joins results of further samples; [ ] = remark or other dose. Potency means the concentration at half of the fitted maximal effect. These rows are one share of the data; the hit share may differ from the screen's.

# | SMILES | PKM2 act | Menin MLL FP TR
1 | CSCC[C@H](NC(=O)[C@H](CCCNC(=N)N)NC(=O)[C@H](Cc1ccc(O)cc1)NC(=O)[C@@H]1CCCN1C(=O)CNC(=O)[C@H](CCC(=O)O)NC(=O)[C@H](CC(=O)O)NC(=O)[C@H](CCCCN)NC(=O)[C@H](CCCCN)NC(=O)[C@H](CCC(=O)O)NC(=O)[C@H](C)N)C(=O)N[C@@H](CCC(=O)O)C(=O)N[C@@H](Cc1cnc[nH]1)C(=O)N[C@@H](Cc1ccccc1)C(=O)N[C@@H](CCCNC(=N)N)C(=O)N[C@@H](Cc1c[nH]c2ccccc12)C(=O)NCC(=O)N[C@@H](CO)C(=O)N1CCC[C@H]1C(=O)N1CCC[C@H]1C(=O)N[C@@H](CCCCN)C(=O)N[C@@H](CC(=O)O)C(=O)O | x | 2%
2 | O=c1cc[nH]c(=S)[nH]1 | x | 10%
3 | O=C(Nc1ccccc1)N[C@H]1C[C@H](C(=O)O)Nc2cc(Cl)cc(Cl)c21 | x | 36%[activator]
4 | CC(C)OC(=O)[C@@H]1CC[C@H](C)[C@@H](CCC[C@@H]2CC=C[C@H](CC#N)O2)O1 | x | -9%
5 | O=C(c1cnccn1)N1CCC2(CC1)CCN(c1ccccn1)CC2 | x | 25%
6 | C=C(C)C1Cc2c(ccc(C(=O)O)c2O)O1 (stereo not given) | x | -6%
7 | c1ccc2sc(SSc3nc4ccccc4s3)nc2c1 | x | -2%
8 | CC(C)[C@@H](OCc1ccccc1)[C@H](C)/C=N\OC[C@@H](C)[C@H](OCc1ccccc1)C(C)C | x | -1%[11.7 µM]
9 | O=C1C=CC(=O)c2c(O)c(Cl)c(Cl)c(O)c21 | x | u
10 | CC1=C2C(O)C(=O)OC3CC4C(C)(C)C(=O)C=C[C@]4(C)C(CC1)[C@@]23C (stereo not given in full) | x | -5%
11 | CCN1C(=O)[C@@H]2[C@H]3C(=CC[C@H]2C1=O)C(=O)[C@H]1OC1[C@H]3O (stereo not given in full) | x | -5%[11.7 µM]
12 | S=C(NC1CCCCC1)N1CCC([C@H]2C=NC=N2)CC1 | x | 6%[24.8 µM]
13 | CC1(OC(=O)CCc2ccccc2)C(=O)C=C2C=C(c3ccc(C#N)cc3)OC=C2C1=O (stereo not given) | x | u
14 | FC(F)(F)c1ccccc1-c1cncnc1-n1ccnc1 | x | -5%
15 | COC(=O)C1(C(=O)OC)C/C=C\C/C=C\c2ccccc2[C@@H]1C[N+](=O)[O-] | x | 8%&-6%
16 | O=c1oc2cc(O)ccc2cc1-c1ccc2c(c1)OCCO2 | x | u
17 | C=C(C)C1CC=C(CO)CC1 (stereo not given) | x | -1%
18 | CN(Cc1ccco1)c1cc(-c2cccc(NS(C)(=O)=O)c2)ncn1 | x | 23%
19 | Cc1ccccc1-c1ccc2ncnc(N3CCOCC3)c2c1 | x | -19%
20 | COC(=O)[C@H](COC(C)(C)C)NC(=O)O[C@@H]1C(=O)c2cc(OC)ccc2O[C@H]1c1cccc(OC)c1 | x | -10%
21 | CC(C)CC(=O)N[C@H](C(=O)N[C@H](C(=O)N[C@@H](CC(C)C)[C@H](O)CC(=O)N[C@@H](C)C(=O)N[C@@H](CC(C)C)[C@H](O)CC(=O)O)C(C)C)C(C)C | x | 20%[24.8 µM]
22 | COc1cc2ncnc(Nc3ccc(Cl)cc3F)c2cc1OC | x | 2%
23 | COC(=O)N[C@@H](CCc1ccccc1)[C@]1(C(C)=O)CCCC1=O | x | 1%
24 | COc1ccc(Cl)cc1N=Nc1ncc[nH]1 | x | 7%[24.8 µM]
25 | COc1ccc2[nH]cc(CCNc3cc(-c4cccc(C#N)c4)ncn3)c2c1 | x | 33%[activator]
26 | COc1cccc([C@@H]2Oc3ccc(OC)cc3C(=O)[C@H]2OC(=O)N[C@H]2CCCc3ccccc32)c1 | x | -8%
27 | COC(=O)C1=C(C)NC(C)=C([N+](=O)[O-])[C@@H]1c1ccccc1C(F)(F)F | x | 36%[activator]
28 | COc1ccc2[nH]cc(CCNc3ncncc3-c3ccccc3Cl)c2c1 | x | 29%
29 | C[C@H](N)C(=O)NCC(=O)N[C@H]1CSSC[C@@H](C(=O)O)NC(=O)[C@H](CO)NC(=O)[C@H]([C@@H](C)O)NC(=O)[C@H](Cc2ccccc2)NC(=O)[C@H]([C@@H](C)O)NC(=O)[C@H](CCCCN)NC(=O)[C@H](Cc2c[nH]c3ccccc23)NC(=O)[C@H](Cc2ccccc2)NC(=O)[C@H](Cc2ccccc2)NC(=O)[C@H](CC(N)=O)NC(=O)[C@H](CCCCN)NC1=O | x | -24%
30 | c1cncc(CNc2nc(-c3ccoc3)nc3ccccc23)c1 | x | 1%
31 | CCCCCCCCCCCCCCCC(=O)OC[C@H](O)[C@H]1OC[C@@H](O)[C@@H]1O | x | -18%
32 | CC(O)COc1ccccc1 (stereo not given) | x | -6%
33 | COc1ccccc1CNc1nc(-c2ccc(N(C)C)cc2)nc2ccccc12 | x | -22%
34 | OC[C@@H](O)C(O)[C@H](O)[C@@H](O)CO (stereo not given in full) | x | 21%
35 | COc1ccccc1CN1CCCC2(CCN(C(=O)c3cnccn3)CC2)C1 | x | -6%
36 | CCCCCCCC(=O)O[C@H](CC(=O)O)C[N+](C)(C)C | x | 8%[24.8 µM]
37 | NC[C@@H]1O[C@H](OC2[C@@H](CO)O[C@@H](OC3[C@H](O)[C@H](N)C[C@H](N)[C@H]3OC3O[C@H](CO)[C@@H](O)[C@H](O)[C@@H]3N)[C@H]2O)C(N)[C@H](O)[C@@H]1O (stereo not given in full) | x | 0%
38 | O=C(O)Cc1ccc(OCCNC[C@H](O)c2ccccc2)cc1 | -11% | -3%
39 | CCN(CC)CCCC(C)n1c(-c2ccccc2)nc2c(N3CCOCC3)nc(C)nc21 (stereo not given) | -3% | 5%
40 | C[C@H]1Cc2c(-c3ccccc3)nc3c(c2CO1)CN(C(=O)C1CCCCC1)CC3 | 3%[11.5 µM] | -17%[11.7 µM]
41 | COC(=O)[C@@]1(Cc2ccc(OC)cc2)[C@H]2c3cc(C(=O)N(C)C)n(Cc4ccccc4)c3C[C@H]2CN1C(=O)c1ccccc1 | 3% | -13%
42 | Cc1nc(N2CCOCC2)c2nc(-c3ccccc3)n(CCN3CCCCC3)c2n1 | -2% | -7%
43 | CCCn1c(-c2ccc(F)cc2)nc2c(NCC3CCN(C)CC3)nc(C)nc21 | 0% | 0%
44 | COC(=O)CC1Oc2cc3oc4c5ccccc5oc(=O)c4c3cc2O1 (stereo not given) | 0% | 6%
45 | COC(=O)[C@@]1(Cc2ccccc2)[C@H]2c3cc(C(=O)N(C)C)n(Cc4cc(C)n(C)n4)c3C[C@H]2CN1C(=O)c1ccccc1 | -3% | u
46 | CCCn1c(C)nc2c(N(CCN(CC)CC)CCN(CC)CC)nc(C)nc21 | 0% | 7%
47 | COC(=O)[C@@]1(Cc2ccc(F)cc2)[C@H]2c3cc(C(=O)N4CCCC4)n(Cc4ccccn4)c3C[C@H]2CN1C(=O)c1ccccc1 | 2% | -30%
48 | CC1(C)C(=O)C(c2ccccc2)=C2CN3C(=O)N(CCc4ccccc4)C(=O)C3(Cc3ccccc3)C=C21 (stereo not given) | -8% | -11%

13 entries out of the list, sorted by SMILES length, lowest first:
# | SMILES | PKM2 act | Menin MLL FP TR
38 | O=C(O)Cc1ccc(OCCNC[C@H](O)c2ccccc2)cc1 | -11% | -3%
36 | CCCCCCCC(=O)O[C@H](CC(=O)O)C[N+](C)(C)C | x | 8%[24.8 µM]
44 | COC(=O)CC1Oc2cc3oc4c5ccccc5oc(=O)c4c3cc2O1 (stereo not given) | 0% | 6%
35 | COc1ccccc1CN1CCCC2(CCN(C(=O)c3cnccn3)CC2)C1 | x | -6%
33 | COc1ccccc1CNc1nc(-c2ccc(N(C)C)cc2)nc2ccccc12 | x | -22%
46 | CCCn1c(C)nc2c(N(CCN(CC)CC)CCN(CC)CC)nc(C)nc21 | 0% | 7%
43 | CCCn1c(-c2ccc(F)cc2)nc2c(NCC3CCN(C)CC3)nc(C)nc21 | 0% | 0%
39 | CCN(CC)CCCC(C)n1c(-c2ccccc2)nc2c(N3CCOCC3)nc(C)nc21 (stereo not given) | -3% | 5%
40 | C[C@H]1Cc2c(-c3ccccc3)nc3c(c2CO1)CN(C(=O)C1CCCCC1)CC3 | 3%[11.5 µM] | -17%[11.7 µM]
48 | CC1(C)C(=O)C(c2ccccc2)=C2CN3C(=O)N(CCc4ccccc4)C(=O)C3(Cc3ccccc3)C=C21 (stereo not given) | -8% | -11%
41 | COC(=O)[C@@]1(Cc2ccc(OC)cc2)[C@H]2c3cc(C(=O)N(C)C)n(Cc4ccccc4)c3C[C@H]2CN1C(=O)c1ccccc1 | 3% | -13%
45 | COC(=O)[C@@]1(Cc2ccccc2)[C@H]2c3cc(C(=O)N(C)C)n(Cc4cc(C)n(C)n4)c3C[C@H]2CN1C(=O)c1ccccc1 | -3% | u
37 | NC[C@@H]1O[C@H](OC2[C@@H](CO)O[C@@H](OC3[C@H](O)[C@H](N)C[C@H](N)[C@H]3OC3O[C@H](CO)[C@@H](O)[C@H](O)[C@@H]3N)[C@H]2O)C(N)[C@H](O)[C@@H]1O (stereo not given in full) | x | 0%

Continuation.
# | SMILES | PKM2 act | Menin MLL FP TR
49 | Cc1cc(C(=O)O)sc1C(N)C(=O)O (stereo not given) | -4% | -1%
50 | COC(=O)N1[C@H](Cc2ccccc2)C=C[C@]1(C)C(=O)NCc1ccc(N(C)C)cc1 | 1% | -26%
51 | CCC1=C2CC[C@H]3C(=O)N(c4ccccc4)C(=O)[C@H]3[C@H]2[C@@]2(Cc3ccccc3)C(=NCC3CC3)OC(=O)N2C1=O | -1% | 3%
52 | COc1ccc(-c2nc3c(c4c2C[C@H](c2ccccc2)OC4)CN(C(=O)C2CCCCC2)CC3)c(C)c1 | 2%[11.5 µM] | u
53 | CCN(CC)CCCC(C)n1c(-c2ccccc2)nc2c(NC3CCCCC3)nc(C)nc21 (stereo not given) | -1% | -10%
54 | Cc1ccc(CNC(=O)[C@H](C)[C@H]2C[C@]2(C)[C@H](NC(=O)OCc2ccccc2)c2ccccc2)c(F)c1F | -1% | -22%
55 | CCCN1[C@H](C(=O)OC)C[C@@]2(O)[C@@H](O)[C@@H](O)[C@@H](O)C[C@@H]12 | 0% | -24%
56 | CCC[C@@H]1C[C@@]1(CCC)C(NP(=O)(c1ccccc1)c1ccccc1)c1ccc(Cl)cc1 (stereo not given in full) | -2% | -9%
57 | COc1cccc2c1C(=O)c1c(O)c3c(c(O)c1C2=O)C[C@@](O)(C(=O)CO)C[C@@H]3O[C@@H]1C[C@H](N)[C@H](O)[C@H](C)O1 | -4% | u
58 | COC(=O)N1C2=C(c3ccccc3[C@@H]1CC(=O)Nc1ccc3cc4ccccc4cc3c1)[C@@H]1C(=O)N(c3ccccc3)C(=O)[C@@H]1[C@H](C)C2 | -3%[11.5 µM] | u
59 | COc1cc(C=O)c([N+](=O)[O-])cc1OC | 2% | 2%
60 | COC(=O)[C@@H]1C[C@H]2CC[C@H](O)C[C@H]2N1Cc1c(F)cccc1Cl | 1% | u
61 | CCC[C@@H]1C[C@@]1(CCC)C(NC(=O)c1ccc(-c2ccccc2)cc1)c1cccc(Cl)c1 (stereo not given in full) | -1% | 9%
62 | COC(=O)c1ccc(C(NC(=O)OCc2ccccc2)/C(F)=C/[C@@H](C)C(=O)NC2CCCCC2)cc1 (stereo not given in full) | -1% | 21%
63 | CCN(CC)CCCn1c(-c2ccccc2)nc2c(NCc3ccccc3)nc(C)nc21 | 2% | -14%
64 | Cc1nc(NCc2ccccc2)c2nc(-c3ccccc3)n(CCCN3CCOCC3)c2n1 | 1% | -14%
65 | CC(=O)N1CC=CC1(CC(C)C)C(=O)O (stereo not given) | -3% | 8%
66 | CCCCc1cc2c(cn1)C(=O)C(C)(OC(C)=O)C(=O)C2 (stereo not given) | 0%[11.5 µM] | 0%[11.7 µM]
67 | CCCC[C@@H]1C[C@H]1C(NC(=O)c1cccs1)c1ccc(Cl)cc1 (stereo not given in full) | -3% | 22%
68 | C[C@H]1C2=C3C(CC[C@H]4C(OCc5ccc(F)cc5C(F)(F)F)OC[C@](C)([C@@H]34)N(C(=O)OC(C)(C)C)C2)C2COC(=O)OCC21 (stereo not given in full) | 1% | -15%
69 | Cc1nc(NC2CCCCC2)c2nc(-c3ccccc3)n(CCCN3CCCCC3C)c2n1 (stereo not given) | 1% | -10%
70 | CCC1=C2CC[C@H]3C(=O)N(CC(=O)OC)C(=O)[C@H]3[C@H]2[C@@]2(Cc3ccccc3)C(=NCCc3c[nH]c4ccccc34)OC(=O)N2C1=O | -1% | 23%
71 | CCC1=C2CC[C@H]3C(=O)N(C)C(=O)[C@H]3[C@H]2[C@@]2(Cc3ccccc3)C(=NCCc3c[nH]c4ccccc34)OC(=O)N2C1=O | 0% | 12%
72 | CCCC[C@@H]1C[C@H]1C(NC(=O)c1ccccc1)c1ccc(C(=O)OC)cc1 (stereo not given in full) | -1% | -11%
